High-throughput results as filed in PubChem BioAssay.
Growth percent in the NCI-60 one-dose screen (48 h, 10 µM unless noted): 100 = growth as untreated, 0 = no growth, -100 = all killed.
HCT-15: HCT-15 colon cancer; 5.2% of 82,000 active
KM12: KM12 colon cancer cells | 5% of 82,000 active
COLO 205: COLO 205 colon cancer | 7.3% of 79,000 active
HT29: HT29 colon cancer. 7.4% of 81,000 active
IGROV1: IGROV1 ovarian cancer. AID 1794786. 4.7% of 79,000 active
SK-OV-3: SK-OV-3 ovarian cancer cells; 3.2% of 80,000 active; AID 1794785
SW-620: SW-620 colon cancer. 5.2% of 82,000 active
HCT-116: HCT-116 colon cancer; 7.3% of 82,000 active; AID 1794798
OVCAR-4: OVCAR-4 ovarian cancer cells; 3.7% of 80,000 active
An asterisk follows results filed as active; . = not tested or not shown; & = joins results of further samples. Rule for the calls: active = growth percent below 10; inactive = the rest.

Every second line gives: OVCAR-4	HT29	SK-OV-3	IGROV1	HCT-15	HCT-116	KM12	SW-620	COLO 205
> CC(C)=CC1C(C(=O)OCC(C)C)C1(C)C (configuration not stated)
→ 108	91	99	94	103	89	99	114	108
> C[C@]12CC[C@H]3[C@@H](CC=C4c5nc(Cc6ccccc6)sc5CC[C@@]43C)[C@@H]1CC[C@@H]2O
→ 107	104	110	114	79	86	104	97	104
> COc1ccc(N)cc1OC
→ 97	105	113	107	94	103	100	109	109
> O=C(O)COc1cccc(Cl)c1
→ 105	97	104	102	101	104	118	107	112
> CCCCC1(CC)COP(=O)(OCC(Cl)(Cl)Cl)OC1 (configuration not stated)
→ 108	109	108	103	105	101	110	98	105
> CN(C)C1C(=O)C(C(=O)NP(=O)(NCCCO)N(CCCl)CCCl)=C(O)C2(O)C(=O)C3=C(O)c4c(O)cccc4C(C)(O)C3CC12 (configuration not stated)
→ 107	104	106	44	103	84	101	101	111
> CN(C)Cc1c[nH]c2ccccc12
→ 108	105	110	97	102	109	107	97	108
> CC(C)N(CCCl)/N=N/c1nc2c([nH]1)c(=O)n(C)c(=O)n2C
→ 99	103	106	101	98	103	107	100	113
> Cc1ccc(C(Cc2ccccc2)NCCO)cc1 (configuration not stated)
→ 95	65	76	103	103	90	90	104	82
> [N-]=[N+]=NC(=O)c1cc(=O)[nH]c(=O)[nH]1
→ 108	101	94	108	103	102	103	97	102
> CNC(=O)O/N=C(\SC)C(=O)N(C)C
→ 119	.	102	110	105	105	102	106	105
> CC1CCCC(C[N+](C)(C)C)C1=O (configuration not stated)
→ 93	105	110	92	108	109	109	109	118
> CCC(C)(O)C#N (configuration not stated)
→ 117	.	110	.	95	103	109	108	129
> CC(=O)O[C@H](C[C@H](C(C)C)N(C)C(=O)[C@@H](NC(=O)[C@H]1CCCCN1C)C(C)C)c1nc(C(=O)N[C@@H](Cc2ccccc2)C[C@H](C)C(=O)O)c(C)s1
→ 51	4.0*	6.9*	31	17	.	16	26	-63*
> Cc1nc2ccccc2c(=O)n1-c1nccs1
→ .	107	102	106	89	103	107	111	98
> Cc1[nH]c2ccccc2c1C=C(C#N)C#N
→ 102	116	93	.	102	107	104	108	112
> O=C(CC1(O)C(=O)Nc2ccccc21)c1ccc(C(=O)NCC2CCC3(CC2)OOC2(CCCCC2)OO3)cc1 (configuration not stated)
→ 72	82	81	41	80	66	77	86	80
> Cc1ccc(OP(=O)(Oc2ccc(C)c(C)c2)Oc2ccc(C)c(C)c2)cc1C
→ 70	70	89	65	51	65	91	92	105
> CC1=C(C)C(=O)C(C)=C(C)C1=O
→ 105	106	110	102	103	97	109	104	116
> c1cnc2c(c1)ccc1ncccc12
→ 109	109	104	.	110	90	107	144	110

Looked up by structure from the list above (three):
Every second line gives: OVCAR-4	HT29	SK-OV-3	IGROV1	HCT-15	HCT-116	KM12	SW-620	COLO 205
> C[C@]12CC[C@H]3[C@@H](CC=C4c5nc(Cc6ccccc6)sc5CC[C@@]43C)[C@@H]1CC[C@@H]2O
→ 107	104	110	114	79	86	104	97	104
> Cc1ccc(C(Cc2ccccc2)NCCO)cc1 (configuration not stated)
→ 95	65	76	103	103	90	90	104	82
> [N-]=[N+]=NC(=O)c1cc(=O)[nH]c(=O)[nH]1
→ 108	101	94	108	103	102	103	97	102

(listing goes on)
Every second line gives: OVCAR-4	HT29	SK-OV-3	IGROV1	HCT-15	HCT-116	KM12	SW-620	COLO 205
> N#CC(Cl)(Cl)CCl
→ 97	108	99	118	95	101	117	104	108
> CCCCCCCCCCCCCCCCOc1ccc(-c2cc(Cl)c3cc(S(=O)(=O)F)ccc3n2)cc1S(=O)(=O)F
→ 110	107	97	105	96	102	107	103	103
> C[C@]12CCc3sc(-c4cccc(F)c4)nc3C1=CC[C@@H]1[C@@H]2CC[C@]2(C)C(=O)CC[C@@H]12
→ 65	5.2*	18	0.6*	-38*	0.5*	46	3.8*	45
> O=NNc1ccccn1
→ 91	34	90	86	40	44	97	48	96
> COc1ccc2c(c1)c(-c1nc(-c3cn(C)c4ncccc34)cs1)cn2CCN1CCOCC1
→ 42	26	85	29	21	34	23	56	33
> CC(C)CCO/N=C/c1cccnc1
→ 115	100	107	112	108	110	109	102	122
> COC(=O)C(C)NP(=O)(N1CC1)N1CC1 (configuration not stated)
→ 107	101	105	118	113	108	110	94	108
> ClCCN(CCCl)c1ccc(/C=C/c2ccncn2)cc1
→ .	78	108	97	90	106	99	90	97
> CNCC(=O)c1ccc(O)c(O)c1
→ 101&116&115	106&93&107	108&105&102	111&96&137	108&99&103	114&101&108	95&105&99	105&99&96	107&113&104
> OCCN1CCN(c2ccc(Cl)cc2)CC1
→ 111	103	106	111	105	113	108	107	97
> NC1=NCC(c2ccc(Cl)cc2)O1 (configuration not stated)
→ 122	101	109	.	103	102	87	103	105
> C=CC(=O)NCO
→ 103	103	104	.	104	105	109	113	117
> CC1CN1P(=O)(c1ccccc1)N1CC1C (configuration not stated)
→ 104	102	106	106	99	102	110	105	120
> C[N+]12C(=O)CC3OCC=C4C[N+]5(C)CCC6(c7ccccc71)C2C3C4CC65O (configuration not stated)
→ 113	99	101	104	107	107	102	103	99
> c1cnc2[nH]cc(-c3csc(-c4cn(CCN5CCCCC5)c5ccccc45)n3)c2c1
→ 75	51	93	44	34	67	72	85	59
> CNC(=O)Oc1ccccc1Br
→ 105	107	102	122	94	100	111	109	106
> CN(C)Cc1c[nH]c2cc([N+](=O)[O-])ccc12
→ .	110	98	112	97	96	109	.	104
> O=C(O)CCCc1ccc(N(CCCl)CCCl)cc1
→ 107&102	74&86	108&101	80	95&86	87&84	98&105	83&87	105&104
> Cc1cc(NC(=O)NCc2ccc(N3C(N)=NC(N)=NC3(C)C)cc2)ccc1S(=O)(=O)F
→ 39	11	65	-51*	62	23	16	24	29
> O=C(O)CNC(=O)CCl
→ 108	104	107	111	98	98	99	104	106

Part of the list above in another layout:
smiles: CNC(=O)Oc1ccccc1Br
  OVCAR-4: 105	HT29: 107	SK-OV-3: 102	IGROV1: 122	HCT-15: 94	HCT-116: 100	KM12: 111	SW-620: 109	COLO 205: 106
smiles: ClCCN(CCCl)c1ccc(/C=C/c2ccncn2)cc1
  OVCAR-4: .	HT29: 78	SK-OV-3: 108	IGROV1: 97	HCT-15: 90	HCT-116: 106	KM12: 99	SW-620: 90	COLO 205: 97

(continued)
Every second line gives: OVCAR-4	HT29	SK-OV-3	IGROV1	HCT-15	HCT-116	KM12	SW-620	COLO 205
> CC(C)OCCCNC(=O)CCl
→ 121	118	114	124	115	105	116	107	106
> NCC(O)CSP(=O)(O)O (configuration not stated)
→ 94	111	111	110	87	106	113	105	101
> CCOC(=O)c1cnc(SCc2ccc(Cl)c(Cl)c2)nc1N1CC1C (configuration not stated)
→ .	101	89	80	89	88	88	93	104
> Cc1cc(-c2ccc(N)c(C)c2)ccc1N
→ 83	107	109	84	103	92	104	119	120
> COC1=CC(=O)O[C@@H](/C=C/c2ccccc2)C1
→ 105	101	121	92	104	101	115	102	129
> COc1cccc(C)c1NC1=NCCO1
→ 110	101	109	105	105	110	113	118	101
> COC12c3c(C)cc(O)c4c(=O)occ(c34)C(=O)C1C13COC(=O)c4c(O)cc(C)c(c41)C(=O)C2C3OC(C)=O (configuration not stated)
→ 100	105	93	.	100	99	103	100	103
> Cc1ccc(Nc2[nH]c(=S)nc3[se]c4c(c23)CCCCC4)cc1
→ 108	101	89	115	100	97	115	110	108
> CCCCCCCCOC(=O)CCN1CC1
→ 115	111	109	115	101	112	109	113	116
> CCCCn1c(=O)c(C(c2c(O)c3ccccc3oc2=O)c2cn(C)c3ccccc23)cc2cc(Cl)ccc21 (configuration not stated)
→ 119	104	100	100	99	103	109	117	113
> N#Cc1nc(-c2cc3ccccc3oc2=O)oc1N1C[C@@H]2C[C@H](C1)c1cccc(=O)n1C2
→ 99	107	105	106	99	107	94	99	109
> C[C@]12CCC3[C@@H](CC[C@@]45O[C@@H]4C(O)=C(C#N)C[C@]35C)C1CC[C@@H]2O (some centres not stated)
→ 100	93	112	109	94	100	103	117	98
> Cc1ccccc1OP(=O)(Oc1ccccc1C)N1CCOCC1
→ 98	98	111	103	98	104	109	107	128
> CC(C)(C1CCC(O)CC1)C1CCC(O)CC1 (configuration not stated)
→ 102	105	105&108	104&84	110&107	103&86	101&102	107&107	106
> N#CCCc1ccccc1
→ 110	104	111	103	98	104	109	102	109
> C[C@]12CCc3nc(Nc4cccc(C(=O)O)c4)sc3C1=CC[C@@H]1[C@@H]2CC[C@]2(C)C(=O)CC[C@@H]12
→ 108	105	105	112	96	97	105	124	122
> C[CH2][Pb]([CH2]C)([CH2]C)[O]C(=O)c1ccc(N)cc1
→ 57	80	76	62	66	58	59	29	92
> ClCCSC(c1ccccc1)(c1ccccc1)c1ccccc1
→ 85	96	100	95	90	92	92	91	105
> Cc1ccc(O)c(C)c1
→ 106	106	98	113	105	117	102	103	103
> CN1C(=O)N[C@H]2[C@@H]3NC(=O)c4ccc(Br)n4[C@@H]3C[C@]21O
→ -14*	-16*	-2.3*	-14*	3.3*	-17*	-13*	-4.5*	-50*
> CCOc1cccc(C(Cc2ccccc2)NC)c1 (configuration not stated)
→ 88	96	112	83	99	95	95	97	100
> CC12CCC3c4ccc(O)cc4CCC3C1CCC2NC(=O)Cc1ccc(N(CCCl)CCCl)cc1 (configuration not stated)
→ 69	79	112	66	88	83	109	90	97
> O=C1NC(=O)C(=Cc2csc3ccccc23)C(=O)N1
→ 99	109	106	82	103	97	104	102	128
> N#Cc1ccc(Cl)cc1
→ 115	84	109	104	110	114	115	103	117
> Cc1ccc(N=CN(C)C=Nc2ccc(C)cc2C)c(C)c1
→ 105	100	97	97	101	107	105	108	101
> c1ccc(OP2OCCO2)cc1
→ 119	107	111	100	107	111	105	105	109
> Nc1ccc([N+](=O)[O-])c2c1Oc1ccccc1O2
→ 95	103	89	28	88	100	100	104	99
> C=CCc1cc2c(cc1OC)OCO2
→ 103	100	115	101	95	108	101	109	115
> Clc1cccc(NCOOC2(OOCNc3cccc(Cl)c3)CCCCC2)c1
→ 107	74	95	-33*	70	61	51	99	97
> C[C@]12C/C(=C/N3CCCCC3)CC[C@@H]1CC[C@@H]1[C@@H]2CC[C@@]2(C)[C@H]1CC[C@]2(C)O
→ 108	94	104	99	95	100	101	107	123
> COC(=O)[C@@H](Cc1cc2ccccc2[nH]1)NC(=O)C(=O)c1cn(Cc2cn(Cc3ccccc3)nn2)c2ccccc12
→ 95	108	104	87	103	94	98	108	117
> CC(=O)O[C@H]1C(=O)[C@@]2(C)[C@H]([C@H](OC(=O)c3ccccc3)[C@]3(O)C[C@H](OC(=O)[C@H](OC(=O)OC[C@H]4COC(C)(C)O4)[C@@H](NC(=O)c4ccccc4)c4ccccc4)C(C)=C1C3(C)C)[C@]1(OC(C)=O)CO[C@@H]1C[C@@H]2O
→ 56	2.5*	22	19	5.3*	5.0*	12	28	-15*
> CC(Oc1ccc(Cl)cc1Cl)C(=O)O (configuration not stated)
→ 112	107	113	97	114	95	94	95	111
> CO[C@H]1C(=O)C[C@H]2[C@@H]3CC=C4C[C@@H](O)CC[C@]4(C)[C@H]3CC[C@]12C
→ 78	102	98	97	103	95	109	102	102
> CC(C)(C)NC(=O)NCCN1CC1
→ 111	100	100	106	105	103	113	106	114
> N#CCc1ccccc1
→ 95	114	98	115	102	102	111	100	107
> FC(F)(F)c1cccc(CCl)c1
→ 105	.	102	99	95	93	106	98	110
> O=C1NC(=O)C(=Cc2cn(C(=O)c3ccc(Cl)cc3)c3ccccc23)C(=O)N1
→ 95	108	85	57	99	94	108	100	93
> CC(C)CCC1(CCO)C(=O)NC(=S)NC1=O
→ 109	99	108	116	92	104	104	105	107
> CCn1c2ccccc2c2cc(C(=O)c3cccc4c3CCCN4)ccc21
→ 101	113	106	110	104	105	95	96	102
> C[C@]12CCc3sc(-c4ccc(Br)cc4)nc3C1=CC[C@@H]1[C@@H]2CC[C@]2(C)C(=O)CC[C@@H]12
→ 98	83	91	113	84	96	94	97	95
> CC(=O)O[C@H]1CC[C@H]2[C@@H]3CC=C4c5nc(-c6ccc(O)cc6)sc5CC[C@]4(C)[C@H]3CC[C@]12C
→ 96	98	96	111	87	95	103	96	113
> CCOC(=O)c1ccc2c(c1N1CCN(C)CC1)N(O)ON2
→ 109	97	94	106	96	106	101	108	112
> Cc1ccc(C(=O)C2C(c3ccccc3)N2Cc2ccccc2)cc1 (configuration not stated)
→ 78	95	91	90	87	81	96	96	117
> CC1Cc2cc(O)c(O)cc2C=[N+]1C (configuration not stated)
→ 111	100	124	107	110	94	.	96	108
> CC1(CF)NC(=O)NC1=O (configuration not stated)
→ .	.	109	.	105	103	106	106	114
> CNC(=O)Oc1cc(Cl)c(Cl)cc1Cl
→ 114	106	105	104	113	101	121	107	117
> Cc1ccc2nc(Sc3cnc(N)s3)n(-c3ccccc3)c(=O)c2c1
→ 109	106	101	86	110	99	112	106	116
> CC1(C)N(Nc2ccccc2)C(=O)C2CCCN21 (configuration not stated)
→ 71	66	85	73	45	12	16	62	104
> O=C1NC(=O)C2C1C1(Cl)C(Cl)=C(Cl)C2(Cl)C1(Cl)Cl (configuration not stated)
→ 110	99	103	.	98	95	119	108	101
> CCCCOP(=O)(OCCCC)c1ccccc1
→ 105	106	99	106	107	115	109	105	107
> CC(=O)OC1CC2(O)C(CCC3(C)C(c4ccc(=O)oc4)CCC32O)C2(C)CCC(OC3OC(CO)C(O)C(O)C3O)C=C12 (configuration not stated)
→ -64*	-55*	-14*	-26*	-85*	-94*	-98*	-67*	-47*
> CC(=O)Nc1cc([As](=O)(O)O)ccc1O
→ 99&120	97&115	107&118	108&117	107&101	105&110	109&105	112&105	120&107
> COc1cc2c3c(c1OC)-c1ccncc1CC3N(C)CC2 (configuration not stated)
→ 111	101	107	102	86	90	106	103	108
> CCNC1CCCCC1
→ 102	106	103	104	111	97	109	106	104
> O=C(O)C1C2c3ccccc3C(c3ccccc32)C1C(=O)O (configuration not stated)
→ 115	88	93	105	102	98	102	84	107

A portion of the library, so the mix of outcomes need not match the whole.
